AP ELISA ortho = alternative complement pathway inhibitors, primary screen, biochemical, ELISA, human serum, orthogonally pooled compounds | inhibition, % at 5 µM | 0.08% of 62,000 active | AID 1235, 2008 | LPS-coated ELISA, C3 deposition; tested in compound mixtures;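 active = inhibition above 30% in each of the two pooled mixtures holding the compound, so the lower value exceeds 30%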;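 also: 0% = serum in Mg-EGTA without compound and 100% = EDTA serum blank; some compounds past the cut are filed as inactive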
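Test system: human serum complement alternative pathway, C3 deposition onto LPS / Medium: Mg2+-EGTA GVB++ buffer containing human serum at 1:15 dilution / Probe or stimulus: Plate-bound LPS / Times: 1 h at 37 °C / Signal: ELISA with HRP anti-human C3 antibody, TMB substrate, absorbance 450 nm / Measure: percent inhibition / Repeats: two pool placements per compound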
RORa activator = activators of orphan receptor RORA, primary screen, cell-based, luminescence; activation, % at 10 µM; AID 560, 2006; CHO-K1 Gal4-RORA LBD luciferase reporter; percent increase over mock-subtracted basal signal; Nuclear receptor ROR-alpha (Homo sapiens), P35398; 1.5% of 65,000 active;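 active = activation above the mean of all tested compounds plus 3 SD, cut at about 49% in these data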;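 also: 0% = DMSO-treated RORA cells and 100% = added signal equal to DMSO minus mock-transfected cells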
Ecoli tolC = growth inhibitors of E. coli tolC mutant, primary screen, strain BW25113 ΔtolC::kan, 384-well. growth inhibition, % at 10 µM (by protocol). OD615. AID 573, 2007. 2.2% of 65,000 active;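 active = growth inhibition at or above a cutoff equal to the mean over every tested compound plus 3 SD, cut at about 60% in these data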;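 also: growth measured after 20 h incubation at 37 °C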
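Assay system: tolC-deleted E. coli BW25113. Medium: kanamycin-containing LB broth (50 µg/mL). Dosing: 10 µM final, single dose. Timing: bacterial growth with compound for 20 h at 37 °C. Detection: A615 absorbance measurement. Read-out basis: growth inhibition in percent.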
5HT1E ag = 5-HT1E receptor agonists, primary screen, cell-based, HTS. 5-hydroxytryptamine receptor 1E (Homo sapiens), P28566. CHO 5-HT1E Ga15 NFAT-bla reporter, FRET; 0% DMSO wells, 100% control agonist wells. activation, % at 6 µM. 0.69% of 65,000 active. AID 574, 2007;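 active = activation above a set limit, the screen-wide mean activation plus 3 SD, cut at about 8.5% in these data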;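 also: 100% = positive control agonist at 1 µM giving full maximal response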
S1P3 agonist = human S1P3 receptor agonists, primary screen, cell-based, primary and confirmation, NFAT-BLA reporter | S1P3 NFAT-BLA reporter cells, agonism, FRET ratio; relative to 1 µM S1P, basal subtracted | activation, % at 4.5 µM | 0.1% of 60,000 active;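 active = activation above the screen-wide mean plus 3 SD, cut at about 4.5% in these data, passing the limit was not always enough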; also: some compounds called inactive have numbers as strong as hits
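Measure – % activation relative to 1 µM S1P (100%), per plate · System – stable CHO line with human S1P3, Gα16, NFAT-BLA reporter · Timing – cells plated overnight, compound 4 h 37 °C, substrate 2 h RT · Technique – fluorescent BLA substrate, ex 405 nm, em 460/535 nm ratio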
5HT1E antag = 5-HT1E receptor antagonists, primary screen, cell-based, HTS; 0.99% of 65,000 active; CHO 5-HT1E Ga15 NFAT-bla reporter, FRET, antagonist; 5-hydroxytryptamine receptor 1E (Homo sapiens), P28566; inhibition, % at 6 µM;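 active = inhibition above a set limit, the mean inhibition across every tested compound plus 3 SD, cut at about 29% in these data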;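 also: signal is the 460 over 535 nm emission ratio of beta-lactamase substrate; 0% = agonist plus DMSO wells and 100% = wells without agonist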
S1P1 ag pot = S1P1 agonists and agonism potentiators, primary screen, cell-based, primary and confirmation screens, CRE-bla reporter | 0.57% of 56,000 active | S1P1 CRE-bla cells, forskolin, beta-lactamase FRET, potentiator mode; S1P1 agonist co-added at EC20, 2 nM; 100% = saturating reference agonist, 0% = basal | Sphingosine 1-phosphate receptor 1 (Homo sapiens), P21453 | activation, % at 9.5 µM | AID 449, 2006;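 active = activation above a cutoff set at the mean activation of all tested compounds plus 3 SD, cut at about 54% in these data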;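 also: forskolin at 4 µM as EC80 and the EC20 agonist is SEW2871; 100% = SEW2871 at its EC100 plus forskolin at EC80; some compounds past the cut are filed as inactive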
5-HT1A blocker = human 5-HT1a receptor antagonists, primary screen, cell-based, CHO, Ga15 NFAT-bla reporter | inhibition, % at 10 µM | 0.68% of 62,000 active | CHO 5-HT1a Ga15 NFAT-bla reporter, antagonist mode | 5-hydroxytryptamine receptor 1A (Homo sapiens), P08908 | AID 612, 2007;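 active = inhibition above the mean of all tested compounds plus 3 SD, cut at about 43% in these data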;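 also: receptor stimulated by 5-CT agonist at 100 nM near EC80; beta-lactamase reporter measured by ratiometric fluorescence of a cleavable substrate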
Target sequence (P08908 whole entry, looked up): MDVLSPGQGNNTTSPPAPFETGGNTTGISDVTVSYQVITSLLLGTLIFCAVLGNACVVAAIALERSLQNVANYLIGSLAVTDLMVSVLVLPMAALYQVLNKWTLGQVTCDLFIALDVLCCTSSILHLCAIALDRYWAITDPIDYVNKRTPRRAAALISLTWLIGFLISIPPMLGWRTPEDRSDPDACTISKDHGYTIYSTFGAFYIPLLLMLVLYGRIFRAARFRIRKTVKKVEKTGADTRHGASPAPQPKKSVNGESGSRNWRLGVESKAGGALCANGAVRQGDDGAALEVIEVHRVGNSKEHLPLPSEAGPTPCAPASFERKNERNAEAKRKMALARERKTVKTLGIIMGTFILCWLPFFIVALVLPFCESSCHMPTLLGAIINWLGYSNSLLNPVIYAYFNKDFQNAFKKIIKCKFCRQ
SF1 activator = activators of human SF-1, primary screen, cell-based, CHO-K1, Gal4-SF-1 LBD, luciferase luminescence | Steroidogenic factor 1 (Homo sapiens), Q13285 | CHO-K1 Gal4-SF-1 LBD luciferase reporter; % increase over DMSO SF-1-specific signal | activation, % at 10 µM | 1.9% of 65,000 active;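 active = activation above the mean activation of all tested compounds plus 3 SD, cut at about 50% in these data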
Target sequence (Q13285 whole entry, looked up, the tested form may be a part): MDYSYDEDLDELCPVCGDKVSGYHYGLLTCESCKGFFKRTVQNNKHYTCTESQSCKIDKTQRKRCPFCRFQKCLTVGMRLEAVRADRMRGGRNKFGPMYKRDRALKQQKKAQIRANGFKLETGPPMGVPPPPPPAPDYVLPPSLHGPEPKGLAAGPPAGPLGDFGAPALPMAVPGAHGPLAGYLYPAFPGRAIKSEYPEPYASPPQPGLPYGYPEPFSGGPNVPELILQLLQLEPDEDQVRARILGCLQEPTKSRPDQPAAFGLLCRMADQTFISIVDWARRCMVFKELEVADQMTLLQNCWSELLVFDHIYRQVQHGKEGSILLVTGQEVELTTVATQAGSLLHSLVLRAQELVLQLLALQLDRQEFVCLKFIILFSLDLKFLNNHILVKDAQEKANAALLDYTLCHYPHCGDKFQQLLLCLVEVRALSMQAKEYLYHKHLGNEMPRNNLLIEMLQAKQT
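Assay system – CHO-K1 cells with Gal4–hSF-1 LBD chimera plus Gal4-driven luciferase · Quantity – 4,000 cells per well · Times – compound added 1 h post-seeding, 20 h exposure at 37 °C, 5% CO2 · Measured by – luciferase light emission · Benchmarks – DMSO and mock-transfected background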
Active calls of the source: *; · = not tested or not shown. Rows were taken by chance, and some 7.1% of all compounds hit somewhere here.

Each structure is followed by: AP ELISA ortho	RORa activator	Ecoli tolC	5HT1E ag	S1P3 agonist	5HT1E antag	S1P1 ag pot	5-HT1A blocker	SF1 activator
- CCOC(=O)c1cccc(NC(=O)CNS(=O)(=O)c2cccs2)c1
  -9	-4	3	-0.3	·	3	·	7	-2
- O=C(c1oc(=O)c2ccccc2c1-c1ccccc1)N1CCN(C2CCCCC2)CC1
  14	-20	30	0.7	0.0	-8	-11	-7	7
- COc1ccccc1N(CC(=O)Nc1ccccc1C(=O)NC(C)C)S(C)(=O)=O
  12	-1	36	0.9	-1.2	4	-2	9	-5
- O=C(NCC1CCCO1)c1ccc(S(=O)(=O)N2CCCCC2)cc1 (centres undefined)
  9	5	-14	-1.3	-0.8	-12	-21	-2	6
- CSCCC(NC(=O)c1cncc(Br)c1)C(=O)O (centres undefined)
  -9	-3	-23	-0.6	-0.8	3	16	-1	-7
- COc1ccc(Br)cc1-c1noc(-c2ccccc2)n1
  -2	17	2	0.3	0.0	5	·	23	15
- Clc1ccc(Oc2cccc(/C=N/n3cnnc3)c2)cc1
  14	0	11	0.3	0.1	-4	7	-22	2
- COc1ccc(N2CCN(S(=O)(=O)c3ccc(C(=O)NC4CCCC4)cc3)CC2)cc1
  1	-14	-20	-0.7	·	1	·	0	-11
- O=C(CSc1nnc(COc2ccc(Cl)cc2)n1Cc1ccco1)c1ccccc1F
  16	-7	-2	0.4	-1.2	-5	-20	27	-14
- O=C(CCCCn1c(=O)c2ccccc2n(CC(=O)NC2CCCC2)c1=O)NCc1ccco1
  0	-1	15	-1.0	-0.9	3	-11	15	15
- CCOC(=O)c1ccccc1NC(=O)Cn1cnc2c(cnn2-c2ccc(OC)cc2)c1=O
  18	-14	-10	0.4	-0.1	-2	2	10	-2
- O=c1[nH]c2cc3c(cc2cc1C(c1nnnn1C1CCCCC1)N1CCSCC1)OCCO3 (centres undefined)
  -15	-14	37	-0.4	1.1	-3	-27	-3	-4
- CCOC(=O)Cc1csc(NS(=O)(=O)Cc2ccccc2)n1
  3	-1	1	-0.4	-1.3	12	-4	-13	15
- COc1ccc(C2NC(C(=O)O)CS2)cc1COCC(F)(F)F (centres undefined)
  19	-10	-7	-0.7	-0.2	-12	-8	-1	-4
- CC(C)(C)c1cc(CN2CCOCC2)c(C(=O)O)o1
  17	-1	-20	0.2	·	-8	·	-14	17
- CCCCCOc1ccc(C(=O)NC(C(=O)O)C(C)C)cc1 (centres undefined)
  8	10	-16	0.2	-0.8	-3	-13	14	1
- CCCCCCn1c(N(CC)CC)nc2c1c(=O)[nH]c(=O)n2C
  -26	8	0	1.1	2.0	16	-23	1	-20
- CCOC(=O)CNC(=O)CSc1nnc(COc2ccc(Cl)cc2)n1CC
  4	3	-10	0.8	0.2	-4	7	-5	11
- Cc1nc(N2CCCC2)c2nnn(Cc3ccccc3Cl)c2n1
  -6	-6	11	0.8	-0.4	21	-26	1	-3
- COc1ccc(-c2nnc(SCC(=O)Nc3cccc(Cl)c3)o2)cc1
  -1	37	0	-1.9	-0.2	3	6	10	40

(listing goes on)
structure	AP ELISA ortho	RORa activator	Ecoli tolC	5HT1E ag	S1P3 agonist	5HT1E antag	S1P1 ag pot	5-HT1A blocker	SF1 activator
COc1ccc(C)cc1S(=O)(=O)N1CCC(C)CC1	-5	19	4	-0.8	-0.2	-6	8	18	12
COc1ccc(CCNC(=O)CN(C2CCCCC2)S(C)(=O)=O)cc1	-1	-21	1	-0.5	-0.4	-5	-2	-9	8
CSc1cccc(NC(=O)CSc2ccccc2)c1	·	-10	23	0.0	-0.9	1	14	-11	14
CC(C)(C)N1C(=O)c2ccc(C(=O)O)cc2C1=O	19	0	-9	-0.2	0.2	-11	-8	-9	18
CCOC(=O)C1CCN(C(=O)Nc2ccc(OC)c(OC)c2)CC1	13	-7	-10	0.1	0.1	7	·	-5	-3
COC(=O)c1sc(S(=O)(=O)N2CCC(C)CC2)c(C(=O)OC)c1C	0	-11	58	-1.2	-0.2	-11	-12	8	-7
Cc1onc(-c2c(Cl)cccc2Cl)c1C(N)=O	6	-20	-17	-0.6	-1.0	2	-4	-3	16
Cc1ccc(OCC(=O)Nc2ccc3c(c2)nc(CCN2CCOCC2)n3C)cc1	-11	24	-19	-0.1	-0.1	-13	4	-12	-10
CCOc1cccc(-c2nc(C(N)=O)c3[nH]c(=O)n(-c4cccc(Cl)c4)c3n2)c1O	5	-9	-2	0.0	-1.1	-7	-14	14	-5
CCOc1ccc(Cl)cc1CSc1n[nH]c(CC)n1	11	14	-2	0.8	-1.2	-3	1	0	9
O=C(C1CCN(c2nnc(-n3cccc3)s2)CC1)N1CCN(c2cccc(C(F)(F)F)c2)CC1	1	-17	9	2.5	-2.0	-16	19	5	-40
CCOC(=O)c1sc2nc(CC(=O)OC)nc(NCC(=O)OC)c2c1C	8	-20	3	0.1	-1.1	5	-14	-9	-15
O=C(O)c1ccc2c(c1)C(=O)N(c1ccc(Cl)cn1)C2=O	6	-18	-15	0.4	-0.2	-10	-17	4	10
CCOc1ccc(OCC)c(NC(=O)C2COc3ccccc3O2)c1 (centres undefined)	9	-18	5	-0.1	·	-2	·	23	-9
CCCCn1nc(CC(=O)O)c2ccccc2c1=O	12	5	-19	-0.5	0.3	0	·	-2	-5
Cc1cc(C)c2[nH]c(=O)c(C(c3nnnn3C3CCCC3)N3CCOCC3)cc2c1 (centres undefined)	2	-10	-17	0.1	-0.3	-1	-6	-5	1
CCn1c(C(=O)NCc2cccnc2)cc2sc(Cl)cc21	3	-11	14	-0.8	-0.6	11	-10	1	-10
Cc1nn(-c2ccc(F)cc2)c2c1cc(C#N)c1nc3ccccc3n12	11	-4	6	0.3	·	4	·	1	-3
CS(=O)(=O)N1CCN(CC2CC3C=CC2C3)CC1 (centres undefined)	15	-1	-20	-0.7	-0.4	-1	-18	1	-2
COc1ccc2nc(C)cc(SCC(=O)O)c2c1	8	4	-12	-0.6	-0.4	1	3	-7	4
COc1ccc(OC)c(Nc2nc(-c3ccc(O)c(O)c3)cs2)c1	15	-74	22	2.8	·	24	·	24	-85
COc1ccc(N(CC(=O)N2CCc3ccccc32)S(=O)(=O)c2c(C)n[nH]c2C)cc1	11	19	13	1.1	-0.9	-1	10	3	5
CN(Cc1cccs1)c1ncnc2sccc12	9	-13	13	-2.3	-1.2	2	55	19	8
Cc1onc(-c2ccccc2Cl)c1C(=O)Nc1ccc(-c2cn3cccnc3n2)cc1	5	5	-11	-0.3	·	6	·	-8	4
O=C(c1ccc(CS(=O)(=O)c2ccc(Br)cc2)o1)N1CCN(c2ccccn2)CC1	25	40	1	1.5	-1.1	-3	5	-3	-2
CN1CCN(C(=O)CCC(=O)c2ccc(F)cc2)CC1	5	-15	-8	-0.1	-0.6	-1	1	1	-2
c1ccc(-c2cc3c(-n4cccc4)ncnc3o2)cc1	16	43	-7	0.5	-0.5	12	-44	23	5
C=CCOC(=O)C1=C(C)NC(C)=C(C(=O)OCC=C)C1c1ccc(O)cc1	-9	8	25	-0.2	-0.5	22	5	11	6
O=C(CN1C(=O)COc2ccc(Cl)cc21)Nc1ccc2c(c1)OCCO2	17	-5	5	-1.0	0.0	3	·	-1	-6
COc1cccc(-c2nnc(SCC(=O)N3CC(C)CC(C)C3)o2)c1 (centres undefined)	10	-4	20	0.4	-0.7	4	1	7	-23
CN(CCNC(=O)CCNC(=O)Cn1ccc2ccccc2c1=O)Cc1ccccc1	-2	-12	13	0.0	-0.7	4	6	11	-23
CCc1nnc(NC(=O)CSc2nc3c(c(=O)n2C)SC(C)C3)s1 (centres undefined)	-8	-4	3	1.6	-1.2	-4	-11	-20	9
COc1ccc(-c2c3c(=O)n(C)c(=O)n(C)c3cn2Cc2cccnc2)cc1	14	7	0	0.5	-0.7	-5	-18	-6	14
CSc1oc(-c2ccccc2)nc1S(=O)(=O)c1ccc(C)cc1	2	-5	38	-1.7	-1.8	6	-27	20	-20
Cc1ccc(S(=O)(=O)NCC(=O)N(CC(=O)NCc2ccccc2)CC2CCCO2)cc1 (centres undefined)	11	4	-4	0.4	-0.7	-10	-22	2	3

Exported with each value named: entries from further up.
CN(CCNC(=O)CCNC(=O)Cn1ccc2ccccc2c1=O)Cc1ccccc1
  AP ELISA ortho = -2	RORa activator = -12	Ecoli tolC = 13	5HT1E ag = 0.0	S1P3 agonist = -0.7	5HT1E antag = 4	S1P1 ag pot = 6	5-HT1A blocker = 11	SF1 activator = -23
CCc1nnc(NC(=O)CSc2nc3c(c(=O)n2C)SC(C)C3)s1 (centres undefined)
  AP ELISA ortho = -8	RORa activator = -4	Ecoli tolC = 3	5HT1E ag = 1.6	S1P3 agonist = -1.2	5HT1E antag = -4	S1P1 ag pot = -11	5-HT1A blocker = -20	SF1 activator = 9
COc1ccc(-c2c3c(=O)n(C)c(=O)n(C)c3cn2Cc2cccnc2)cc1
  AP ELISA ortho = 14	RORa activator = 7	Ecoli tolC = 0	5HT1E ag = 0.5	S1P3 agonist = -0.7	5HT1E antag = -5	S1P1 ag pot = -18	5-HT1A blocker = -6	SF1 activator = 14
CSc1oc(-c2ccccc2)nc1S(=O)(=O)c1ccc(C)cc1
  AP ELISA ortho = 2	RORa activator = -5	Ecoli tolC = 38	5HT1E ag = -1.7	S1P3 agonist = -1.8	5HT1E antag = 6	S1P1 ag pot = -27	5-HT1A blocker = 20	SF1 activator = -20

Source: PubChem BioAssay
